MT stabilize HCS: microtubule stabilizers in HeLa cells. AID 2205. HeLa tubulin immunostaining HCS, 24 h; share of cells brighter than vehicle mean+2SD. 0.83% of 200,000 active. % tubulin-high responders, % at 10 µM;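 active means plate Z-score above 3 for both tubulin-high and condensed-nucleus cell shares, with cell loss under 80%, at 10 µM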;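 further: anti alpha tubulin signal scored within the nucleus-defined area of each cell; some results filed as inactive read as strong as hits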
T cell HTS: T cell immune modulators affecting CD8 T cell-vesicle binding | 2C CD8+ T cell-vesicle binding, flow cytometry; active compounds read low | calls only at 7 µM | 0.068% of 330,000 active;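 active means response, share of CD8 T cells binding vesicles, and their 90th percentile fluorescence all below set limits, cut at about 80% in these data, passing the limit was not always enough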
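Assay system: 2C TCR transgenic mouse naive CD8+ T cells, MACS-purified | Read-out: CD8+ gate FL2 mean fluorescence as % of same-row positive control | Signal: High-throughput flow cytometry with anti-B7-1 and anti-CD8 staining | Timing: Binding step 1.5 h, 37 °C, antibody labelling 20 min, ice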
Myeloid diff 2: compounds promoting myeloid differentiation; calls only at 10 µM; 1% of 360,000 active; ER-HoxA9 myeloid progenitors, lysozyme-GFP differentiation, flow cytometry;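 active means normalized GFP-positive differentiation at or above the plate's own cutoff, the solvent-only control mean plus 3 SD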;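 further: cells exposed to compound for four days before flow analysis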
Autophagy HCS: autophagy modulation, high-content screen. MEF GFP-LC3 puncta imaging; test concentration mostly 10 µM. calls only at 10 µM (by protocol). 0.98% of 190,000 active. AID 463193;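 active means percentage of spot-positive cells more than 3 SD above its plate mean, without a fluorescence outlier flag or 80% toxicity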;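 further: spot-positive cell cutoff set from DMSO-treated cells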
WT yeast gro inh: growth inhibition of WT yeast, mitochondrial fusion screen; 2.1% of 190,000 active; mitochondrial fusion phenotypic screen, WT strain; inhibition, % at 10 µM; AID 1362; in the data active means inhibition above about 58%; tested in S. cerevisiae
Hep lipid drop: hepatic lipid droplet formation modulation; AML12 mouse hepatocytes, oleate lipid droplets, BODIPY imaging; inhibition, % at 6.5 µM; 0.4% of 240,000 active;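 active means lipid droplet intensity inhibited by at least 50%, with more than 500 cells counted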
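Assay system: AML12 hepatocytes (mouse); Probe or stimulus: oleic acid at 100 µM to induce lipid droplet formation; Dosing: compound at 6.5 µM only; Schedule: compound with oleate, overnight; Detection: fluorescence imaging, 20x objective, two fields per well; Measure: % inhibition of lipid droplet signal.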
West Nile virus CPE: West Nile virus antiviral activity, cell-based, CPE readout (AID 1621); CPE inhibition, % at 10 µM, or IC50 in µM where a hit was titrated; West Nile virus-infected cells, CPE inhibition; higher % means a stronger effect; 0.02% of 290,000 active; in the data active means a potency from the dose series; further: strong numbers were not always called active
bCat nuc transl: alters nuclear translocation of beta-catenin in HeLa cells; immunofluorescence imaging; nuclear translocation activity, % at 5 µM; 0.3% of 190,000 active;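 active means nuclear translocation activity above 50% at 5 µM, with a well cell count of 50 or more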;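 further: per-cell ratio of nuclear to cytoplasmic median beta-catenin stain intensity; plate controls were DMSO negative control for no effect and GSK-3 inhibitor IX positive control for full effect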
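Technique: fluorescence imaging of beta-catenin antibody stain plus DAPI / Material: human HeLa cell line / Incubation: compound treatment 24 h, 37°C, 5% CO2 / Read-out basis: % activation of per-cell nuclear versus cytoplasmic median beta-catenin signal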
Ins promoter up: MIN6 insulin promoter up-regulation; MIN6 insulin promoter-GFP reporter, high-content imaging; active compounds read high; z-score at 5 µM; 0.3% of 190,000 active;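 active means z-score above 3 at 5 µM with at least 500 cells counted in the well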
WT yeast gro inh mutant strain: second read-out of WT yeast gro inh, no call of its own (marks repeat the call); inhibition, %; mitochondrial fusion phenotypic screen, mutant strain inhibition
Ins promoter up cell count: also measured in Ins promoter up; calls as there; cell count; measured here: cytotoxicity, nuclei count;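 total cells summed across four imaged fields per well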
Hep lipid drop cells 6.5 µM: recorded beside Hep lipid drop, whose call it bears; cell count; measured here: cell count, cytotoxicity flag;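 cells counted across two imaged fields per well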
bCat nuc transl cell count 5 µM: further read-out of bCat nuc transl, marked with its call; cell count; measured here: cell count, cytotoxicity flag
T cell HTS vesicle-bound %: further read-out of T cell HTS, marked with its call; double positive events, %; measured here: CD8+ vesicle-bound cell fraction;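 binding gate set so that unloaded-vesicle control wells show 10% double positive cells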
MT stabilize HCS Hoechst-high %: second read-out of MT stabilize HCS, no call of its own (marks repeat the call); % Hoechst-high responders; measured here: nuclear condensation Hoechst responders;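 share of cells brighter than vehicle mean plus two SD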
MT stabilize HCS cytotoxicity %: further read-out of MT stabilize HCS, marked with its call; toxicity, %; measured here: cytotoxicity by cell density;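 0% = mean cell density of plate MIN control wells and 100% = no cells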
Autophagy HCS cell loss 18 h: also measured in Autophagy HCS; calls as there; toxicity, %; measured here: cell loss, nuclei count;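 cell loss after 18 h compound exposure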
Myeloid diff 2 GFP+ MAC1+ %: second read-out of Myeloid diff 2, no call of its own (marks repeat the call); GFP+ MAC1+ double positive, %; measured here: differentiation confirmed by MAC1 staining
Starred values were filed as active, the others as inactive; i = inactive; nt = not tested or not shown; + = active, no number.

SMILES	MT stabilize HCS	MT stabilize HCS Hoechst-high %	MT stabilize HCS cytotoxicity %	T cell HTS	T cell HTS vesicle-bound %	Myeloid diff 2	Myeloid diff 2 GFP+ MAC1+ %	Autophagy HCS	Autophagy HCS cell loss 18 h	WT yeast gro inh	WT yeast gro inh mutant strain	Hep lipid drop	Hep lipid drop cells 6.5 µM	West Nile virus CPE	bCat nuc transl	bCat nuc transl cell count 5 µM	Ins promoter up	Ins promoter up cell count
Cc1cnc(C(=O)NC2CCSc3ccccc32)cn1 (stereo unspecified)	nt	nt	nt	i	14	i	1.5	nt	nt	nt	nt	-37	773	0.0%	nt	nt	nt	nt
O=C(N/C(=C/c1ccc(Br)cc1)C(=O)N1CCCC1=O)c1ccco1	1.9	1.8	4.0	i	55	i	0.1	i	13	2	10	nt	nt	-0.3%	0.2	1476	0.38	1397
O=C(CCNC(=O)c1ccc([N+](=O)[O-])cc1)Nc1ccc(F)cc1	nt	nt	nt	i	25	i	0.4	nt	nt	nt	nt	-1	850	0.1%	nt	nt	nt	nt
COc1cccc(NC(=O)COC(=O)COc2cccc3c2OC(C)(C)C3)c1	nt	nt	nt	i	62	i	0.5	nt	nt	nt	nt	2	815	0.3%	nt	nt	nt	nt
CC(NS(=O)(=O)c1ccc(OCC(=O)N2CCOCC2)c(Cl)c1)c1ccccc1 (stereo unspecified)	4.2	2.3	7.1	i	61	i	1.2	i	1	-10	-12	6	693	0.1%	nt	nt	nt	nt
O=C(c1ccccc1)c1c[nH]c2ccccc12	nt	nt	nt	i	46	i	0.4	nt	nt	nt	nt	-23	462	0.3%	nt	nt	nt	nt
Cc1cccc(Nc2nnc(SCC(=O)c3ccc(O)cc3O)s2)c1	nt	nt	nt	i	48	i	0.5	nt	nt	nt	nt	-4	743	-0.1%	nt	nt	nt	nt
CC(C)(C)c1ccc(C(=O)N2CCCC2)s1	nt	nt	nt	i	41	i	0.3	nt	nt	nt	nt	13	698	0.4%	-1.2	1126	-0.61	1434
COc1cc(/C=N/N=C2\CC3CCC2(C)C3(C)C)ccc1O (stereo unspecified)	2.0	1.1	11	i	19	i	0.2	i	-4	-4	5	-10	552	nt	-0.7	975	1.5	1322
O=C1OC2(CCCC2)OC(=O)C1=Cc1c[nH]c2ccccc12	2.0	1.7	4.8	i	42	i	0.6	i	5	2	1	4	719	0.3%	-0.2	1542	0.28	1666
COc1ccc(NC(=O)c2c(NC(=O)CNCc3ccco3)sc3c2CCC3)cc1	5.4	2.8	14	i	16	i	0.5	i	19	0	3	nt	nt	-0.1%	-5.4	838	0.15	1118
CCOc1cc(C2C(C#N)=C(N)Oc3n[nH]c(C)c32)ccc1OCCN1CCOCC1 (stereo unspecified)	1.7	1.8	7.2	i	61	i	0.9	i	38	-10	-6	4	784	0.5%	-2.0	1220	0.75	1284
N#Cc1c(NC2CCCCC2)nc(-c2ccco2)c2c1CCCC2	1.2	2.2	7.1	i	13	i	1.0	i	1	8	17	-7	829	0.1%	-5.9	1158	nt	nt
CC1CCC(C(C)C)C(OCC(O)CNC(C)C)C1 (stereo unspecified)	nt	nt	nt	i	29	i	0.3	nt	nt	nt	nt	9	713	-0.3%	-0.4	1369	-0.93	1139
O=C(Nc1nnc(CC2=CCCCC2)s1)c1cccs1	2.8	1.6	6.0	i	38	i	0.3	i	2	28	11	12	762	0.1%	-0.3	1091	0.42	1272
Cc1cc(Br)ccc1OCCCCNC(C)(C)C	1.8	1.9	4.8	i	41	i	1.2	i	7	-2	-1	nt	nt	-1.4%	4.6	1380	1.8	1129
CCN1CCc2nc(NC(=O)c3ccccc3)sc2C1	2.2	0.8	3.7	i	26	i	1.1	i	-2	81*	19*	8	776	nt	-2.8	1197	0.84	1189
CCOC(=O)CC(=O)NC(CC(=O)OC)c1ccc(Br)cc1 (stereo unspecified)	2.2	1.4	8.0	i	25	i	0.5	i	1	-6	-5	10	720	0.2%	0.7	1147	-0.34	1421
Cc1ccc(CNC(=O)c2csc3c2CCCCC3)cc1	0.7	1.3	2.6	i	33	i	2.4	i	-4	-5	-16	-14	714	0.0%	2.9	1102	0.68	808
O=C(N/N=C/c1ccc([N+](=O)[O-])s1)c1cccc(Br)c1	2.7	2.1	0.8	i	26	+	1.1*	i	19	-2	6	-24	726	0.5%	12	455	nt	nt
CC(C)CSc1nc2c(=O)[nH][nH]c(=O)c2n1Cc1ccccc1	3.8	0.9	5.9	i	36	i	1.8	i	23	3	-1	-4	715	0.1%	0.5	1143	nt	nt
COC(=O)C1C(=O)C2=C(CC1C)NC(C)=C(C(=O)OCc1ccc(OC)cc1)C2c1ccc(C)o1 (stereo unspecified)	2.0	1.2	5.2	i	25	i	0.0	i	-5	7	9	-17	721	0.3%	nt	nt	-0.37	1284
CC(C)c1ccccc1NCC(=O)N1CCN(Cc2ccccc2)CC1	nt	nt	nt	i	66	i	0.2	nt	nt	nt	nt	10	825	-0.9%	nt	nt	nt	nt
CC1=C(c2ccc(C(C)C)cc2)S(=O)(=O)N=C1N1CCN(C(=O)c2ccco2)CC1	nt	nt	nt	i	26	i	0.2	nt	nt	nt	nt	-4	644	0.2%	nt	nt	nt	nt
Cc1nnc(SCC(=O)NNC(=O)COc2ccc(Cl)cc2)s1	1.7	2.6	5.2	i	27	i	0.3	i	-1	-8	-10	2	670	-0.3%	0.1	1103	-0.25	1191

Some of the entries so far, in CSV form.
molecule,MT stabilize HCS,MT stabilize HCS Hoechst-high %,MT stabilize HCS cytotoxicity %,T cell HTS,T cell HTS vesicle-bound %,Myeloid diff 2,Myeloid diff 2 GFP+ MAC1+ %,Autophagy HCS,Autophagy HCS cell loss 18 h,WT yeast gro inh,WT yeast gro inh mutant strain,Hep lipid drop,Hep lipid drop cells 6.5 µM,West Nile virus CPE,bCat nuc transl,bCat nuc transl cell count 5 µM,Ins promoter up,Ins promoter up cell count
Cc1cc(Br)ccc1OCCCCNC(C)(C)C,1.8,1.9,4.8,i,41,i,1.2,i,7,-2,-1,nt,nt,-1.4%,4.6,1380,1.8,1129
Cc1nnc(SCC(=O)NNC(=O)COc2ccc(Cl)cc2)s1,1.7,2.6,5.2,i,27,i,0.3,i,-1,-8,-10,2,670,-0.3%,0.1,1103,-0.25,1191
COc1cccc(NC(=O)COC(=O)COc2cccc3c2OC(C)(C)C3)c1,nt,nt,nt,i,62,i,0.5,nt,nt,nt,nt,2,815,0.3%,nt,nt,nt,nt
Cc1cnc(C(=O)NC2CCSc3ccccc32)cn1 (stereo unspecified),nt,nt,nt,i,14,i,1.5,nt,nt,nt,nt,-37,773,0.0%,nt,nt,nt,nt
CC(C)(C)c1ccc(C(=O)N2CCCC2)s1,nt,nt,nt,i,41,i,0.3,nt,nt,nt,nt,13,698,0.4%,-1.2,1126,-0.61,1434

(list continues)
SMILES	MT stabilize HCS	MT stabilize HCS Hoechst-high %	MT stabilize HCS cytotoxicity %	T cell HTS	T cell HTS vesicle-bound %	Myeloid diff 2	Myeloid diff 2 GFP+ MAC1+ %	Autophagy HCS	Autophagy HCS cell loss 18 h	WT yeast gro inh	WT yeast gro inh mutant strain	Hep lipid drop	Hep lipid drop cells 6.5 µM	West Nile virus CPE	bCat nuc transl	bCat nuc transl cell count 5 µM	Ins promoter up	Ins promoter up cell count
CCc1cc2c(SCC(=O)Nc3ncc(Cl)c(C)c3Cl)ncnc2s1	5.0	2.1	4.6	i	17	i	0.5	i	-1	4	-1	31	709	-1.0%	-3.1	1112	-0.16	1555
COc1ccc(/C=C2\CCCc3c2nc2ccccc2c3C(=O)OCC(=O)c2c(N)n(C)c(=O)n(C)c2=O)cc1	2.8	2.3	3.8	i	50	nt	nt	i	5	9	2	-2	666	1.0%	1.2	556	-0.97	1030
COc1ccccc1CNC(=O)CCn1c(=O)oc2ccccc21	4.1	3.0	2.0	i	15	i	1.7	i	9	-2	-2	nt	nt	0.4%	nt	nt	2	873
CCOCCCNc1nc2c([nH]1)c(=O)n(C)c(=O)n2C	1.7	0.3	29	i	7	nt	nt	i	0	5	12	-2	685	0.4%	nt	nt	nt	nt
O=C(COc1ccc(S(=O)(=O)NC2CCCCC2)cc1)Nc1ccc2c(c1)OCCO2	3.0	2.7	9.3	i	42	i	1.0	i	-5	5	-3	nt	nt	-0.3%	-0.3	1116	-0.25	985
CC1(C)C2CCC(C2)C1(C)NC(=O)CN1CCN(Cc2ccccc2)CC1 (stereo unspecified)	3.0	1.9	9.0	i	47	i	0.3	i	-20	-12	-2	3	687	-0.5%	-3.4	1156	-0.76	1607
CC1SCC(=O)N(CC(=O)NC2CCCCC2)C1=O (stereo unspecified)	3.4	1.3	1.4	i	30	nt	nt	i	-23	-2	-3	17	710	0.0%	-1.2	1140	0.28	1278
Cc1[nH]nc(SCC(=O)N2CCCCCC2)c1[N+](=O)[O-]	4.3	1.2	0.4	i	31	i	0.6	i	-2	-16	-4	-31	681	-0.3%	-2.2	1087	0.13	1586
N#Cc1c2c(c(-c3ccccc3)[nH]c1=O)CCCC2	4.5	2.7	3.9	nt	nt	nt	nt	i	-5	-26	-6	nt	nt	1.3%	-5.9	995	0.48	1089
Cn1cc(S(=O)(=O)N2CCCC2)cc1C(=O)Nc1cccc(C(F)(F)F)c1	nt	nt	nt	i	32	i	2.3	nt	nt	nt	nt	-2	658	-0.4%	nt	nt	nt	nt
Cc1ccc2c(c1)NC(=O)C(N1CCOCC1)(C(F)(F)F)O2 (stereo unspecified)	4.6	2.4	13	i	42	i	0.3	i	-39	-19	-11	nt	nt	-0.1%	-1.5	928	1.9	1410
O=C1c2cccnc2C(O)N1Cc1ccco1 (stereo unspecified)	2.4	3.3	9.0	i	25	i	1.5	i	3	-13	-1	-7	701	nt	3.0	1062	-0.12	1903
[O-]/C(=C(\C(=S)Nc1cccc2ccccc12)[n+]1ccccc1)c1cccs1	2.4	1.3	4.2	i	24	i	0.5	i	20	5	15	-10	697	0.6%	1.2	1481	-0.8	1384

High-throughput results deposited in PubChem BioAssay by several laboratories.
